GLP1R ag: agonists of human GLP-1 receptor; P43220; HEK293 GLP-1R CRE-luciferase, luminescence, 4-6 h; cells express a hypersensitive GLP-1R form; Potency, µM (titrated, usually from 45.6 µM), for inactives: at the highest dose activation, most hits filed as activators; 380,000 compounds, 0.007% hits; AID 624172; further: potency means the concentration at half of the fitted maximal effect; % of control where 0% means no effect
Target sequence (P43220 whole entry, looked up): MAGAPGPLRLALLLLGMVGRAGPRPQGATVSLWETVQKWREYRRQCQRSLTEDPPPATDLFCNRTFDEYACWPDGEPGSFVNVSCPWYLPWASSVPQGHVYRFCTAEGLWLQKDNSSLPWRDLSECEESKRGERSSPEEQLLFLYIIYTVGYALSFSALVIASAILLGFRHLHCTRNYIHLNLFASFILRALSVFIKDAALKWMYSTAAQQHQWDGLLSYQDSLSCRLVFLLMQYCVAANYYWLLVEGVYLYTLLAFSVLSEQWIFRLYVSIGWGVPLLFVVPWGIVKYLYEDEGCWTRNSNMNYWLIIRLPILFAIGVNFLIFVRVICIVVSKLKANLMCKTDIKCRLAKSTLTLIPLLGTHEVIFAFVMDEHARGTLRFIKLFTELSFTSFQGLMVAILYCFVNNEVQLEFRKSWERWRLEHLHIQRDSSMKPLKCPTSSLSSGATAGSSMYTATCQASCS
PI5P4K alpha inh: blocks human PI5P4K alpha kinase activity; P48426; PI5P4Kalpha enzyme, ADP-Glo luminescence, 60 min; active compounds read low; max response, %; 330,000 compounds, 1.2% hits; AID 652105; active means max response of -50% or lower; inconclusive means between -30% and -50%; inactive means -30% or higher; further: value at the top dose of about 77 µM; on the % scale 0 is the no-effect control and ±100 the full control effect
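Single end-point luminescence (ADP-Glo) quantified ADP from PI5P4Kalpha turnover; ATP 5 microM final, 1 h at RT, 0.1% CHAPS and 0.28 mM EGTA in HEPES pH 7.4.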
DRD3 antagonist: antagonists of human D3 dopamine receptor; P35462; D3R cells, DiscoveRx beta-arrestin luminescence, antagonist mode; active compounds read low; max response, negative = inhibition, %; 360,000 compounds, 2.5% hits; AID 652054; in the data active means max response below about -50%; inconclusive means no clear call, values can overlap the other calls; further: on the % scale 0 is the no-effect control and ±100 the full control effect; mostly tested at two doses, the higher about 12 µM
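Cells plated overnight at 1500 cells/well, then exposed to library compounds with dopamine controls for 90 minutes at 37 degrees C. DiscoveRx reagent added for 30–60 minutes at room temperature; luminescence read, quantitative HTS format.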
IL-2 act: IL-2 activation; activation, % (series mostly up to about 46 µM); IL-2 activation reporter assay, cell-based qHTS; stimulated with anti-CD3/CD4/CD28 beads; in transgenic mouse T cells; AID 652025; 360,000 compounds, 0.065% hits; in the data active means activation above about 50%; inconclusive means mostly about 30% to 49%; further: 0% is about no effect
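EGFP and DsRed fluorescence is measured by plate cytometry in unstimulated transgenic mouse T cells exposed to compound for 60 minutes, then stimulated 18 hours at 37 degrees C with anti-CD3/anti-CD4 beads plus anti-CD28.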
PLK1 PBD inh: inhibitors of human PLK1 polo-box domain binding. P53350. Potency, µM, inactives show max response, negative = inhibition, hits mostly inhibitors. Plk1 PBD binding of FITC phosphopeptide, fluorescence polarization. 360,000 compounds, 2.8% hits. AID 720504; further: potency means the concentration at half of the fitted maximal effect; series mostly up to about 57 µM; on the % scale 0 is the no-effect control and ±100 the full control effect; nearly all actives have a fitted effect of over 65% in size
Target sequence (P53350 whole entry, looked up, the tested form may be a part): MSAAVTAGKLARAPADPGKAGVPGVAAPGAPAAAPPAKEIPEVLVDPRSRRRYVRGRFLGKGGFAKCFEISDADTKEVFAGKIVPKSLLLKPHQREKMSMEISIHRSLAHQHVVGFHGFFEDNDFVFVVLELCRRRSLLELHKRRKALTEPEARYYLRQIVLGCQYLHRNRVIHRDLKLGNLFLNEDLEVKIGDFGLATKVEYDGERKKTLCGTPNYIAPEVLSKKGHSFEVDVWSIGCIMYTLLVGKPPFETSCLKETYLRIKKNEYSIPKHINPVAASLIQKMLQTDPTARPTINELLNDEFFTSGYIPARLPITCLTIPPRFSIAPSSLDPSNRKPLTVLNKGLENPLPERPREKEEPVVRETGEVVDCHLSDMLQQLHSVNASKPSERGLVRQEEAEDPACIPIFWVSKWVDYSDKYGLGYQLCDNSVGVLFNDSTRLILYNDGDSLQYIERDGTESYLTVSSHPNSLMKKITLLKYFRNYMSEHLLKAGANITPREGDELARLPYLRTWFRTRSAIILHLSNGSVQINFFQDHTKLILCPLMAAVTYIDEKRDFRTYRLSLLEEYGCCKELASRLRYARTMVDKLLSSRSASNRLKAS
WRN inhibitor: WRN helicase (human) inhibition | WRN helicase unwinding, fluorescent forked duplex, kinetic | 360,000 compounds, 0.46% hits | Potency, µM (doses to about 114 µM), for inactives: top-dose activity change, negative = inhibition, most hits filed as inhibitors | Q14191; further: potency means the concentration at half of the fitted maximal effect; on the % scale 0 is the no-effect control and ±100 the full control effect; nearly all actives have a fitted effect of over 55% in size
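WRN at 20 nM final preincubated with compound 15 min at room temperature; reaction started with 100 nM fluorophore/quencher forked duplex oligonucleotide and 2 mM ATP final. Unwinding followed kinetically by red fluorescence (ex 525, em 598 nm).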
GLP1R inv ag: GLP-1 receptor (human) inverse agonism; P43220; HEK293 GLP-1R CRE-luciferase, luminescence, 24 h; GLP-1R form is constitutively active; Potency, µM (top dose mostly 38.3 µM), without a hit: at the highest dose activity change, negative = inhibition, usual class: inhibitors; 410,000 compounds, 1.6% hits; AID 624417; further: potency means the concentration at half of the fitted maximal effect; on the % scale 0 is the no-effect control and ±100 the full control effect; nearly all actives have a fitted effect of over 55% in size
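HEK293 cells stably co-expressing a cAMP-responsive luciferase reporter and constitutively active GLP-1R were seeded, incubated 12 h, then exposed to compounds for 24 h at 37 C. Luminescence was read 12 min after detection reagent; inverse agonists lower signal.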
DRD3 agonist: D3 dopamine receptor (human) agonism | D3R DiscoveRx beta-arrestin cells, luminescence, 90 min | max activation, % | 410,000 compounds, 0.58% hits | AID 652048; in the data active means max activation above about 30%; further: 0% is about no effect; mostly tested at two doses, the higher about 12 µM
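Agonist mode: compounds and dopamine controls were applied to plated cells for 90 min at 37 degrees C after an overnight attachment at 1500 cells/well. Luminescent read-out followed 30 - 60 minutes at room temperature with DiscoveRx detection reagent.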
HEK293 tox: cytotoxicity counter-screen for GLP-1 receptor inverse agonists; HEK293 cAMP-luciferase reporter cells, luminescence, 24 h; Potency, µM (series often up to 38.3 µM), for the others: at the top dose activity change, negative = inhibition, usual class: inhibitors; 410,000 compounds, 0.13% hits; AID 624418;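 further: loss of luciferase light is scored as toxicity; potency means the concentration at half of the fitted maximal effect; on the % scale 0 is the no-effect control and ±100 the full control effect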
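Seeding density was 200 cells/uL; after overnight-length (12 h) culture, 23 nL compounds went on for 24 h at 37 °C. Readout used a luciferase detection reagent, luminescence taken after 12 min at room temperature.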
* = called active by the depositor; ? = inconclusive; / = no result given; [ ] = another dose, or the depositor's remark. Unless noted, the call rests on the fitted dose curve; in most records, active means well fitted curve in the direction sought with a large enough effect; inconclusive means small, poorly fitted or top-dose-only effect, or another doubt; inactive means no such curve, though single readings can be large; an effect the other way counts as inactive or inconclusive.

Results follow in this order: GLP1R ag, PI5P4K alpha inh, DRD3 antagonist, IL-2 act, PLK1 PBD inh, WRN inhibitor, GLP1R inv ag, DRD3 agonist, HEK293 tox
Cc1ccc(CNC(=O)C2CCCN2S(=O)(=O)c2ccc(F)cc2)cc1 (stereo not drawn)
→ -4.1%, -8.9, 14.0, 0.2, -17.5%, 3.1%, -14.0%, 6.1, 2.3%
O=[N+]([O-])c1cccc(C(=S)N2CCN(c3ccc(F)cc3)CC2)c1
→ 1.6%, -2.9, -18.2, -0.3, ?, 0.0%, ?, 1.1, 2.3%
CC(=O)c1ccc(C(=O)N(CCN(C)C)c2nc3c(Cl)cccc3s2)cc1
→ -5.7%, -3.1, -17.1, 1.2, -12.1%, -9.3%, ?, -15.8, 7.4%
O=C(Nc1ccccn1)c1cc(-n2cnnc2)ccc1Cl
→ 10.8%, 1.3, 23.9, -0.4, -11.0%, -19.9%, 10.7%, 3.9, 0.0%
c1ccc(-c2cnc(CSc3nnc4ccccn34)o2)cc1
→ -9.6%, /, 18.1, 1.5, -15.6%, 8.1%, ?, 1.0, 0.6%
COc1ccc(Oc2cc(NN3CCCCC3)c([N+](=O)[O-])cc2[N+](=O)[O-])cc1OC
→ 8.3%, 12.7, -16.8, -5.1, -17.7%, 2.7%, -18.7%, -7.6, -6.0%
O=[N+]([O-])c1ccc(-c2cn3ccccc3n2)cc1
→ 2.7%, -11.0, -15.3, -0.2, -6.6%, -7.7%, -11.6%, -4.4, 5.9%
COc1ccc(NC(=S)NCc2ccc(S(N)(=O)=O)cc2)c(OC)c1
→ -0.8%, -3.3, 5.0, -3.5, ?, -10.6%, -5.8%, 1.3, 3.7%
COc1cc(C(=O)Nc2cc(-c3nc4cc(C)ccc4o3)ccc2C)cc(OC)c1OC
→ -6.6%, -3.9, 28.6, -0.5, 3.1%, -7.0%, -5.6%, 6.4, -4.6%
COc1cc(C(=O)N[C@H](C(=O)NC(C)C23CC4CC(CC(C4)C2)C3)C(C)C)cc(OC)c1OC (stereo partly drawn)
→ -3.4%, 10.6, -9.6, 1.5, -5.1%, -10.7%, -29.9%, -2.3, -5.0%
O=C(Cc1c[nH]c2ccccc12)Nc1ccc(N2CCOCC2)cc1
→ 7.4%, -10.4, -17.4, -4.7, -14.2%, -29.6%, -12.4%, -8.0, -6.9%
CCCC(=O)Nc1nnc(SCC(=O)NCc2ccc3c(c2)OCO3)s1
→ 2.9%, -3.4, 1.2, -3.8, 1.6%, 4.5%, 2.9%, 5.8, -1.7%
CC(C)(C)c1ccc(C(=O)NNC(=O)CCc2ccccc2)cc1
→ 13.0%, -6.4, -9.2, 3.8, -3.2%, -0.5%, -14.0%, -3.9, 4.8%
COc1ccc(C(=O)OCCN2CCN(C3=NS(=O)(=O)c4ccccc43)CC2)cc1OC
→ 0.3%, -9.1, 15.3, -1.0, 4.9%, -2.5%, 48.5%[activator], 2.7, -1.2%
CCCCOC(=O)/C=C/c1c(C)[nH]c(=O)[nH]c1=O
→ 5.9%, -1.1, 7.1, -1.1, -4.7%, -3.7%, 30.3%[activator], -0.6, 21.1%
Brc1ccc(CN2CCN(Cc3c[nH]c4ccccc34)CC2)cc1
→ 6.2%, -2.4, -64.1*, 2.5, 4.5%, -28.1%, ?, -41.0, -22.9%
CSc1ncccc1C(=O)N1CCN(S(=O)(=O)c2ccc(F)cc2)CC1
→ 3.0%, -3.7, -18.3, 1.4, -16.6%, 0.3%[57.1 µM], -4.8%, 1.1, -2.6%
COc1cccc(CCNC(=O)c2cc(COc3ccc(C)c(C)c3)on2)c1OC
→ 6.2%, -4.0, -1.1, -2.3, -6.3%, -4.1%, ?, 3.2, -4.7%
CC1CCC(C#N)(N(C)C(=O)CSc2nnc(C3CC3)n2C2CC2)CC1 (stereo not drawn)
→ 7.8%, 0.6, 3.7, 1.0, -1.3%, 3.6%, -10.0%, -1.6, -29.7%
COc1ccc(S(=O)(=O)N2CCCCCC2)cc1NC(=O)CN1C(=O)NC(C)(c2ccc(C)cc2)C1=O (stereo not drawn)
→ -1.7%, 3.5, 8.5, -3.7, 4.4%, -4.2%, -5.7%, 2.0, 6.8%
COc1ccc(Cc2nnc(NC(=O)CS(=O)(=O)c3ccccc3)s2)cc1OC
→ 2.2%, -2.6, 6.2, 1.0, 2.3%, 3.3%, 0.1%, -4.5, -3.6%
COc1ccc(Cl)cc1S(=O)(=O)n1cnc2ccccc21
→ -7.8%, -3.5, 0.0, -0.4, -1.9%, -1.8%, -24.3%, -2.4, -9.0%
CCc1ccc(/C=C(\C#N)C(=O)NC2CCS(=O)(=O)C2)cc1 (stereo not drawn)
→ -11.3%, 0.6, -8.5, -0.4, -16.6%, -21.6%, 8.1%, -8.3, 9.9%
Cc1ccc2oc(C(=O)N(CCO)Cc3ccccc3)c(C)c2c1
→ 5.5%, 7.0, -15.5, -2.0, 2.9%, 6.5%, ?, -0.6, 2.8%
COC(=O)c1ccc(C(=O)OC)c(NC(=S)N2CCCCC2C)c1 (stereo not drawn)
→ -7.0%, -4.9, 2.3, -0.1, -4.3%, 12.5%, 3.7%, -5.2, 53.3%[activator]
Cc1onc(-c2c(F)cccc2Cl)c1C(=O)N1CCc2ccccc2C1
→ -11.4%, 1.3, 9.8, 0.2, -2.6%, -3.0%, ?, 1.2, -19.2%
O=S(=O)(c1ccc(F)cc1)n1ccc(-c2cnc(-c3ccccc3)s2)n1
→ 6.1%, 14.2, -18.0, 0.0, -17.1%, -12.2%, ?, -5.5, 11.7%
Cc1ccc(Nc2nc3nonc3nc2N(C)C)cc1
→ -3.2%, 1.3, ?, -1.9, -6.9%, 4.0%, -2.4%, -0.8, -16.3%
N#Cc1ccc(S(=O)(=O)N2CCCCC2c2cc(C(=O)NCc3cccnc3)no2)cc1 (stereo not drawn)
→ -7.0%, 6.5, 7.3, -0.4, -6.1%, -3.2%, 6.0%, 5.7, -4.5%
CCOc1cc([N+](=O)[O-])cc(/C=C2/NC(=O)N(Cc3ccccc3F)C2=O)c1O
→ -0.5%, -77.2*, ?, 1.8, -14.9%, -1.2%[11.6 µM], ?, -11.4, 4.3%

Part of the list above in order of heavy-atom count, low to high:
Results follow in this order: GLP1R ag, PI5P4K alpha inh, DRD3 antagonist, IL-2 act, PLK1 PBD inh, WRN inhibitor, GLP1R inv ag, DRD3 agonist, HEK293 tox
COc1ccc(NC(=S)NCc2ccc(S(N)(=O)=O)cc2)c(OC)c1
→ -0.8%, -3.3, 5.0, -3.5, ?, -10.6%, -5.8%, 1.3, 3.7%
Cc1onc(-c2c(F)cccc2Cl)c1C(=O)N1CCc2ccccc2C1
→ -11.4%, 1.3, 9.8, 0.2, -2.6%, -3.0%, ?, 1.2, -19.2%
COc1cccc(CCNC(=O)c2cc(COc3ccc(C)c(C)c3)on2)c1OC
→ 6.2%, -4.0, -1.1, -2.3, -6.3%, -4.1%, ?, 3.2, -4.7%

Continuation.
SMILES | GLP1R ag | PI5P4K alpha inh | DRD3 antagonist | IL-2 act | PLK1 PBD inh | WRN inhibitor | GLP1R inv ag | DRD3 agonist | HEK293 tox
CCCc1cc(=O)[nH]c(Nc2ccc(Cl)cc2)n1 | 4.2% | 10.6 | 18.3 | -3.3 | 3.8% | -1.4% | ? | 1.7 | -15.7%
O=C(OCn1nnc2ccccc2c1=O)c1ccc(Br)o1 | -5.6% | / | -16.6 | -2.6 | -0.5% | 8.7% | 3.2% | 13.1 | 1.7%
COc1ccc(C(=O)O/N=C(\N)Cc2cccs2)cc1OC | 19.3% | -4.3 | 19.7 | -1.0 | 5.1% | 1.2% | ? | 2.3 | ?
CCOc1ccc(C(=O)CCC(=O)NCC(=O)Nc2c(C)cccc2C)cc1 | 7.4% | -0.9 | -17.6 | -0.3 | -1.8% | -1.5% | 8.8% | 4.0 | -0.6%
COc1cccc(C2Nc3cccc4cccc(c34)N2)c1 | 11.4% | -3.0 | -29.9 | -0.3 | -7.0% | -3.7% | 18.4% | 0.6 | -8.3%
Fc1ccc(N2CCN(c3ncnc4c3nc3n4CCCCC3)CC2)cc1 | -8.5% | / | / | / | / | / | -14.0% | 7.7 | 4.5%
CN1C2CCC1CC(NC(=O)CSCc1ccc(Cl)cc1Cl)C2 (stereo not drawn) | 5.7% | 5.1 | 31.8 | 0.1 | ? | 8.1% | 7.08µM* | -7.9 | 3.6%
CCn1cc(S(=O)(=O)N2CCN(Cc3cccc(Cl)c3)CC2)cn1 | 5.1% | -3.0 | 5.9 | -1.0 | -3.8% | -2.1% | ? | 0.3 | -24.7%
CCCCCCN1C[C@H](n2cc(-c3ccc(F)cc3)nn2)[C@@H](O)C[C@@H]1c1ccc(OC)cc1 | -4.9% | 27.0 | 9.4 | -3.5 | 3.1% | -11.1% | -31.2% | 5.8 | 4.0%
Cc1nn(C)c(Oc2ccccc2)c1CCNS(=O)(=O)c1ccccc1 | 6.5% | 1.6 | 9.2 | -0.9 | -1.7% | -5.9% | ? | -2.0 | 5.5%
CCCN(CC(=O)Nc1ccccc1C)C(=O)CCCNC(=O)c1ccc(Cl)cc1 | 17.4% | -0.2 | -13.3 | -5.2 | 0.7% | 5.1% | -13.1% | 0.5 | -1.6%
Cc1ccc(S(=O)(=O)NNC(=O)c2ccc(NC(=O)C3CC3)cc2)cc1 | 1.0% | -0.8 | -24.8 | -3.5 | -8.7% | -0.6% | -2.7% | -5.2 | -6.8%
Cc1ccc(F)cc1-c1cc(C(=O)NCc2cc(C(F)(F)F)cc(C(F)(F)F)c2)[nH]n1 | 6.8% | 3.6 | -69.8* | -0.5 | 0.4% | -6.1% | -13.4% | -13.3 | -9.8%

Some entries already given, showing only WRN inhibitor.
molecule | WRN inhibitor
CCOc1cc([N+](=O)[O-])cc(/C=C2/NC(=O)N(Cc3ccccc3F)C2=O)c1O | -1.2%[11.6 µM]
CCCc1cc(=O)[nH]c(Nc2ccc(Cl)cc2)n1 | -1.4%

High-throughput results from PubChem.
